# BCLXL inh – Bcl-xL (human) inhibition. Q07817. GST-Bcl-xL / FITC-Bim BH3 peptide fluorescence polarization. inhibition, % at 10.9 µM. 320,000 tested, 0.7% active. AID 2129;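 active = inhibition above the mean of all tested compounds plus 3 SD, cutoff set per campaign, cut at about 30% in these data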;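 also: 0% = DMSO wells and 100% = unlabeled Bim-BH3 peptide competitor; inhibitors lower millipolarization by displacing the labeled peptide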
# GLD-1 RNA inh – GLD-1-TGE RNA interaction inhibition (C. elegans) | Q17339 | purified GLD-1 + fluorescein TGE RNA, fluorescence polarization | inhibition, % at 5.96 µM | 320,000 tested, 0.44% active | AID 2280;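 active = percent inhibition above a per-plate cutoff, the plate mean of test compounds plus 3 SD, cut at about 30% in these data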;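 also: 0% = DMSO wells with GLD-1 and probe and 100% = wells lacking GLD-1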
# TPT1 inhibitor – blocks Candida albicans tRNA 2'-phosphotransferase | recombinant caTPT1, FP RNA substrate dephosphorylation | 300,000 tested, 0.81% active | inhibition, % at 5 µM;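 active = inhibition above the mean of all tested compounds plus 3 SD, set per screening campaign, cut at about 24% in these data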;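 also: plate controls were DMSO alone for no effect and ferristatin control at 100 nM for full effect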
# MEX-5 binding – C. elegans MEX-5 TCR-2 RNA binding activity; Q9XUB2; MEX-5/FITC-TCR2 RNA binding, fluorescence polarization; active compounds read low; activity score (negative = inhibition of binding), % at 10 µM; 300,000 tested, 0.38% active;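 active = inhibition past about -25% in most replicates, and total fluorescence under double the plate's negative control median, limit read from the data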;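 also: 0% = DMSO and -100% = 5 µM competing unlabeled TCR2 RNA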
# MCL1 BIM primary – inhibitors of human MCL1 binding to BIM-BH3 peptide; Q07820; GST-MCL1 / FITC-Bim-BH3 fluorescence polarization; inhibition, % at 10.9 µM; 320,000 tested, 0.68% active; AID 2057;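 active = inhibition above the mean inhibition of all tested compounds plus 3 SD, set per campaign, cut at about 40% in these data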;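 also: 0% = DMSO wells and 100% = unlabeled Bim-BH3 peptide control; higher means more loss of mP so more displacement of Bim peptide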
# Target sequence (Q07820 whole entry, looked up): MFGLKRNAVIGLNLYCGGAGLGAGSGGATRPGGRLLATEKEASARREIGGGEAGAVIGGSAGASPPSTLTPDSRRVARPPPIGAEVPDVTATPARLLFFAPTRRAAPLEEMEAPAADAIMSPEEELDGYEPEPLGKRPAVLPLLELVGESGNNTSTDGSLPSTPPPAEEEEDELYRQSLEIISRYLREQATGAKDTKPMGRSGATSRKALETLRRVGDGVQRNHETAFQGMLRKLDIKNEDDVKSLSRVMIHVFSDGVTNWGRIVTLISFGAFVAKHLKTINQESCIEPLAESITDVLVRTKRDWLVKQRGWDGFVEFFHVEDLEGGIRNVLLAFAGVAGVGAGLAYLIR
# Fam108B inh – blocks mouse Fam108B hydrolase in RBBP9 counter-screen; recombinant Fam108B, FP-Rh probe fluorescence polarization; inhibition, % at 9.51 µM; 300,000 tested, 0.33% active; AID 1947;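 active = inhibition above the screen mean inhibition plus 3 SD, computed separately per campaign, cut at about 18% in these data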;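 also: inhibitors lower polarization as less probe binds the enzyme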
# GSTO1 inh – blocks human GSTO1 in RBBP9 counter-screen | recombinant GSTO1, activity-based probe fluorescence polarization | 300,000 tested, 1.1% active | AID 1974 | inhibition, % at 5.96 µM | P78417;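 active = inhibition above the campaign mean inhibition plus 3 SD, cut at about 35% in these data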;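 also: 0% = GSTO1-1 with DMSO and 100% = wells lacking GSTO1-1 enzyme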
# Target sequence (P78417 whole entry, looked up): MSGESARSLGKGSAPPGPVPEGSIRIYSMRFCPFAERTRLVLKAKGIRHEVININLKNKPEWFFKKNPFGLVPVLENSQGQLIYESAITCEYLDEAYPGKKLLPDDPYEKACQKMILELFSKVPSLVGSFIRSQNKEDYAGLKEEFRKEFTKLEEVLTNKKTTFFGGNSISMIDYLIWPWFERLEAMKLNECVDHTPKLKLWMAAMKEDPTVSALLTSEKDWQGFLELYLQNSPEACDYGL
# PAD4 FP inh – blocks human protein arginine deiminase 4; inhibition, % at 6.36 µM; Q9UM07; 330,000 tested, 0.41% active; recombinant PAD4, RCA probe fluorescence polarization; AID 485272;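 active = percent inhibition above a cutoff equal to the mean of all tested compounds plus 3 SD, cut at about 15% in these data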;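 also: 0% = PAD4 with RCA probe and DMSO and 100% = probe without PAD4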
# PME-1 inh – PME-1 (human) inhibition; Q9Y570; recombinant PME-1, FP-Rh probe fluorescence polarization; AID 2130; 320,000 tested, 0.53% active; inhibition, % at 5.9 µM;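 active = inhibition above the campaign mean of all compounds plus 3 SD, cut at about 26% in these data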;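 also: competitive labeling of PME-1 active site by serine hydrolase directed probe; 0% = PME-1 with DMSO and 100% = wells lacking PME-1 enzyme; inhibitors block probe labeling so polarization falls and inhibition rises; many of its hits are not listed in these tables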
# Target sequence (Q9Y570 whole entry, looked up): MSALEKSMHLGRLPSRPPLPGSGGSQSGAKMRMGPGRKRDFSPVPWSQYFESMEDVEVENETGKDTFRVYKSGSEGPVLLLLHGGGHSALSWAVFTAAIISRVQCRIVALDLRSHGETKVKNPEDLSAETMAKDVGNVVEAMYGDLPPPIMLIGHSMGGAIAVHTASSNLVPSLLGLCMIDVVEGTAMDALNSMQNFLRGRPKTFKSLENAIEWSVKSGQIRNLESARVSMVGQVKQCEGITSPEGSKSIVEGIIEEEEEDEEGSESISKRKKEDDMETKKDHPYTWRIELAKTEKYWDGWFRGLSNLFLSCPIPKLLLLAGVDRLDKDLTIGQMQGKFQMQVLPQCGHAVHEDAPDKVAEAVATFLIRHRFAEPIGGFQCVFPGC
# Active calls of the source: *; . = not tested or not shown.
SMILES	MEX-5 binding	TPT1 inhibitor	PME-1 inh	BCLXL inh	PAD4 FP inh	GSTO1 inh	GLD-1 RNA inh	Fam108B inh	MCL1 BIM primary
Cc1cc(=O)oc2ccc(OCc3ccccc3)cc12	2.6	-1	-5	-3	-10	-5	-8	-1	-4
COc1ccccc1C(=O)Oc1cc(N)n(S(=O)(=O)c2ccc(C)cc2)n1	-0.3	-1	6	4	-3	1	-1	0	5
Cc1nn2c(=O)cc(CSc3ccccc3NC(=O)c3ccccc3)nc2s1	-2.8	0	-1	5	2	0	-3	3	-4
N#Cc1ccc(S(=O)(=O)N2CCN(C(=O)[C@@H]3CCCN3C(=O)c3cccs3)CC2)cc1	.	.	3	2	0	.	2	.	5
CCOc1ccc2[nH]c3c(NCCOC)ncnc3c2c1	-0.2	-1	7	3	-1	-3	-1	0	3
C=CCNC(=O)Nc1ccc(F)cc1F	-4.8	3	-1	-4	-3	-1	11	1	0
CC1(C)CC(=O)C2=C(C1)N(CCN1CCOCC1)C1=C(C(=O)CC(C)(C)C1)C2c1ccc(Cl)cc1	2.3	1	5	6	-2	-6	-1	-6	7
CC1CCCC(NC(=O)c2n[nH]c(=O)c3ccccc23)C1C (configuration not stated)	-0.1	-1	3	-2	-6	1	1	1	-5
O=C(c1cc(-c2ccc(Cl)cc2Cl)on1)N1CCCC1	0.8	-1	4	2	3	1	2	-1	0
Cc1ccc(-c2cc3ccccc3nc2N2CCCC2)cc1	-1.7	-3	-2	1	-3	3	-9	-5	-7
NCCCC[C@H]1CNC(=O)C(=O)N1CC1CCCCC1	-2.8	0	1	4	-4	-1	1	-1	-2
COc1ccc(-c2cc(C(=O)Oc3ccc([N+](=O)[O-])cc3)c3ccccc3n2)cc1	1.4	2	3	-1	-4	1	1	0	-2
CCC(CC)c1nnc(NC(=O)CCN2C(=O)c3ccccc3C2=O)s1	.	-4	3	-3	-1	3	2	3	-6
CCC(C)NC(=O)C1CCC(CNS(=O)(=O)c2cccc3nsnc23)CC1 (configuration not stated)	-5.4	2	-8	4	-13	11	-11	0	-1
O=C(O)CC12CC3CC(C1)CC(n1ncc(NCc4ccccc4)c(Cl)c1=O)(C3)C2	-4.2	0	-1	2	-4	3	2	-1	2
COc1ccc(C)cc1NC(=O)Cn1cnc2sc(C)c(S(=O)(=O)N3CCOCC3)c2c1=O	-0.9	-8	-2	8	0	1	2	3	9
COc1ccc(C(=O)OCC(=O)c2ccccc2)cc1S(=O)(=O)N1CCOCC1	0.7	1	-1	-2	-5	-2	2	1	-7
O=C(N/N=C/c1ccco1)c1cc([N+](=O)[O-])cc([N+](=O)[O-])c1	2.5	-1	5	3	-4	5	0	4	11
CCOC(=O)c1sc(NC(=O)/C=C/c2ccc(F)cc2)nc1C	1.0	2	1	-5	-2	7	1	-4	-2
N#Cc1ccccc1Sc1ccccc1C(=O)Nc1ccccc1	-0.9	0	3	1	-9	-5	-11	-2	-2
COc1ccc(-c2cc(=O)c3ccccc3n2C)cc1	-2.4	-2	0	7	0	-8	-4	1	5
O=C(CNC(=O)c1cccs1)NCC(=O)OCc1ccc(F)cc1	-0.1	-3	-3	7	1	6	-2	5	6
CC(C)(C#N)NC(=O)C1CCCN1S(=O)(=O)c1ccc2ccccc2c1 (configuration not stated)	-0.5	2	2	3	0	14	3	-1	3
COc1cc(C(=O)NCC2CCCO2)ccc1OCc1ccc(Cl)cc1 (configuration not stated)	.	.	4	3	-4	.	3	.	6
CCN(C(=O)COC(=O)c1cnc(C)cn1)C1CCCCC1	1.8	-2	0	4	-4	-10	4	2	7
CC1=C(C(=O)OCC(C)C)C(c2ccsc2)C2=C(CCCC2=O)N1 (configuration not stated)	2.5	-1	7	6	4	0	2	4	7
CN(C)CC(C)(C)CNC(=O)c1cc(=O)c2ccccc2o1	0.5	4	-3	1	-1	11	5	-2	11
O=S1(=O)CCOCCCN1Cc1ccc(Cl)cc1	-2.0	-3	-4	6	1	1	-5	5	1
COC(=O)[C@H](CCSC)NC(=O)Nc1ccc(C)cc1	-1.3	1	-1	2	-1	-3	1	-1	-2
COc1ccc(Nc2nc(N(C)c3ccccc3)nc(N)c2[N+](=O)[O-])cc1	0.1	1	-5	0	-3	-3	-1	2	3
CCC(=C/c1sc2ccc3ccccc3c2[n+]1C)/C=C1\Sc2ccc3ccccc3c2N1C	-1.0	92*	-18	-54	-54	14	-125	6	-70
O=C(CN1C(=O)S/C(=C\C=C\c2ccccc2)C1=O)NC1CCS(=O)(=O)C1 (configuration not stated)	0.3	0	2	5	-2	14	-2	0	4
COc1ccc(C(=O)NCc2cn3ccccc3n2)cc1	-0.3	-4	-2	0	-1	1	1	-1	-4
COc1cc(CN2CCC(C(=O)N3CCCC(C)C3)CC2)cc(Br)c1O (configuration not stated)	-0.5	1	2	9	2	12	5	3	10
COc1cc(C2C(C#N)=C(N)N(c3cccnc3)C3=C2C(=O)CC(C)(C)C3)ccc1O (configuration not stated)	-6.7	5	-2	4	-1	-1	8	4	3
CCOC(CNC(=O)CN1C(=O)COc2ccc(S(=O)(=O)N3CCCC3)cc21)OCC	-0.2	0	-1	5	3	-3	4	-2	-5
Cn1c(=O)c2c(nc(CN3CCc4ccccc4C3)n2CCCO)n(C)c1=O	-2.0	-1	7	5	-5	2	7	-3	7
CCOc1ccccc1NC(=O)CSc1nc(=O)n(CCCN2CCOCC2)c2c1CCC2	-3.4	0	1	0	-2	-9	-3	3	-5
Cc1[nH]n(-c2ccccc2)c(=O)c1/C=N/c1ccccn1	-1.0	-3	-3	1	-11	-7	-1	1	-1
Cc1cc2oc(=O)cc(CN3CCN(S(=O)(=O)c4cccs4)CC3)c2cc1C(C)C	5.1	0	6	4	-1	2	5	-5	-2
CCOC(=O)c1[nH]c(C)c(C(=O)N(CC)CC)c1C	-2.2	0	-5	1	-4	4	5	-5	-1
CCOC(=O)CNC(=O)/C=C/c1c(Cl)cccc1Cl	1.1	0	-2	5	1	1	5	-1	8
CC(C)OC(=O)c1cccc2c1C(=O)c1ccccc1-2	-0.9	0	-5	6	-6	4	3	0	7
O=C(CCNC(=O)c1ccccc1Cl)Nc1ccc(Br)c(C(F)(F)F)c1	0.0	0	6	2	0	-7	11	-4	-4
Brc1ccc(COc2cccc3cccnc23)cc1	-0.1	-3	-1	1	1	0	-5	-2	-4
COc1ccccc1C(=O)NCCn1cc(SCC(=O)Nc2cc(C)on2)c2ccccc21	0.0	-2	4	-1	-1	-4	3	-2	-5
Cc1ccccc1C(=O)N1CCN(c2ccc(NC(=O)c3ccccc3[N+](=O)[O-])cc2)CC1	2.8	-3	-5	8	0	-3	6	-2	4
CSc1nc(SCC(=O)NC(c2ccccc2)c2ccccc2)c2c3c(sc2n1)CN(C)CC3	-2.4	3	-16	-12	2	9	-11	-9	-6
O=C(O)c1cccc(NC(=O)c2ccc(CN3C(=O)c4ccccc4C3=O)cc2)c1	-1.3	1	0	6	2	-2	-2	3	-2
CSc1nc(C)c(CCOC(=O)c2cccc(C)c2)c(=O)[nH]1	-2.0	-3	-19	4	5	0	-3	3	-1
CC(C)(C)C(=O)Cn1c(=N)n(Cc2ccccc2)c2ccccc21	0.2	1	-4	3	2	9	7	2	4
CCOC(=O)C1=C(Cn2ccc(C(F)(F)F)n2)NC(=O)NC1c1ccc2c(c1)OCO2 (configuration not stated)	-1.1	0	4	0	3	4	4	3	31
COc1ccccc1NC(=O)CSc1nnc(CNC(=O)c2cccs2)o1	.	0	1	1	-8	2	-6	1	2
CC[n+]1cc(-c2ccccc2)nc(N2CCOCC2)n1	1.0	1	-6	-10	-3	4	30	0	-8
Cc1cc(C)c2oc(C(=O)N3CCN(C)CC3)cc(=O)c2c1	-2.1	-4	1	3	-2	-6	1	-3	0
Cc1nn(-c2ccc(F)cc2)c(Cl)c1/C=C(\CC(=O)O)c1nc2ccccc2s1	-0.5	4	-9	4	2	0	6	-2	-7
CCOC(=O)CC1=CC(C)(CC(=O)OCC)C(C#N)(C#N)C(N)=C1C#N (configuration not stated)	0.3	3	2	3	0	2	2	0	1
N#Cc1c(-c2ccc(Cl)cc2Cl)nc2n(c1=O)CCS2	2.8	5	-4	-4	-4	-6	0	-1	-8
Cc1ccccc1-c1nc(C(=O)NCC2CCCO2)cc2c1[nH]c1ccccc12 (configuration not stated)	-0.4	0	-12	2	0	-15	6	-9	4
CCOc1ccccc1NC(=O)c1cnc(NS(=O)(=O)c2ccccc2)nc1	-1.1	-1	1	2	-3	-1	-11	2	4

# The list goes on:
SMILES	MEX-5 binding	TPT1 inhibitor	PME-1 inh	BCLXL inh	PAD4 FP inh	GSTO1 inh	GLD-1 RNA inh	Fam108B inh	MCL1 BIM primary
COc1ccc(S(=O)CC(=O)Nc2ccccc2Cl)cc1 (configuration not stated)	2.1	-6	-2	8	-2	7	5	-1	3
CCOc1ccccc1OCCOc1cccc(C(F)(F)F)c1	0.9	2	-1	4	-6	6	-2	0	-2
Nc1cccc2c1C(=O)N(C(=O)/C=C/c1cccc(F)c1)C2=O	-1.5	-14	-1	1	-5	2	5	-2	-5
CC(=O)NC1C(OC(=O)/C=C/c2ccccc2)OC(COC(C)=O)C(OC(C)=O)C1OC(C)=O (configuration not stated)	-2.2	-6	-2	5	-4	-4	3	1	6
O=C(CC1C(=O)NCCN1Cc1ccc(-c2ccccc2)cc1)NC1CCC1 (configuration not stated)	-0.2	-1	5	6	-4	6	4	3	10
Cc1cccc(NC(=S)N2CCN(C(=O)c3ccco3)CC2)c1C	4.6	-3	-4	7	-3	6	6	-1	20
CCc1nnc(NC(=O)c2nc(S(=O)(=O)Cc3ccccc3)ncc2Cl)s1	-1.6	0	-5	4	-2	-3	5	-1	6
COC(=O)c1cccc(N(CC(=O)NCC2CCCO2)C(=O)CCC(=O)Nc2cc(C)on2)c1 (configuration not stated)	1.1	-7	-2	7	1	-5	-1	3	8
COC(=O)C1=C(C)N(CCCC(=O)O)C(=O)NC1c1ccccc1OS(=O)(=O)c1ccc([N+](=O)[O-])cc1 (configuration not stated)	0.5	0	0	8	3	19	-4	-3	8
O=C(NCC1CCCN1S(=O)(=O)c1cccs1)c1ccccc1 (configuration not stated)	1.1	4	6	5	0	-9	7	-1	2
Clc1cccc(Cc2ccc(Cl)nn2)c1	0.5	0	0	-2	3	-1	1	4	2
O=c1oc2ccccc2c(Nc2ccccc2)c1[N+](=O)[O-]	3.6	-1	5	10	-3	-61	4	-1	6
CC(=O)NC(Cc1c[nH]c2ccccc12)C(=O)NCc1ccco1 (configuration not stated)	-2.6	-2	6	1	-3	6	-2	0	2
COc1ccccc1C(=O)NC(C)c1ccc(-n2ccnc2)cc1 (configuration not stated)	3.0	-3	1	10	-2	0	7	3	2
CSc1nc2ccc(NS(=O)(=O)c3ccc([N+](=O)[O-])cc3)cc2s1	-2.7	-1	-2	3	5	2	10	1	0
COc1cc(/C(C)=N/NC(=O)Cc2c(C)[nH][nH]c2=O)ccc1O	-5.0	1	-3	4	-2	-2	4	3	6
Cc1ccc(Cn2c(C)c3cnn(CC(=O)NC4CCCC4)c(=O)c3c2C)cc1	-1.2	-2	-4	10	-1	4	3	4	6
CN1CCN(Cc2nc(N)nc(Nc3ccc4c(c3)OCCO4)n2)CC1	1.0	1	1	2	0	-3	-3	-3	6

# Screening results as filed in PubChem.

# Not all compounds are listed, so the mix of outcomes need not match the whole.
